RPL19A TOR yeast: modulators of TOR pathway RPL19A-GFP in S. cerevisiae; S. cerevisiae RPL19A-GFP strain, flow cytometry, 3 h; hits give low values; AID 2025; percent response vs DMSO, % at 10 µM; 0.3% of 330,000 active;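 active = percent response vs DMSO below 50%; inconclusive = fewer than 70 events counted for the yeast strain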;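 note: median channel GFP fluorescence of the barcoded RPL19A-GFP strain; ratio of sample median GFP to plate DMSO average so 100% = DMSO; lower means less RPL19A-GFP as with rapamycin TOR inhibition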
proCasp7 act: counter-screen: procaspase-7 (human) activation | P55210 | 0.093% of 330,000 active | AID 463210 | recombinant procaspase-7, Ac-DEVD-pNA absorbance 405 nm; D23A/D198A/D206A triple mutant, cannot self-cleave; scale: DMSO 0, 5 µM enzyme 100 | activation, % at 8.5 µM;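 active = percent activation above the screen-wide mean plus 3 SD, cut at about 25% in these data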
Target sequence (P55210 whole entry D23A/D198A/D206A): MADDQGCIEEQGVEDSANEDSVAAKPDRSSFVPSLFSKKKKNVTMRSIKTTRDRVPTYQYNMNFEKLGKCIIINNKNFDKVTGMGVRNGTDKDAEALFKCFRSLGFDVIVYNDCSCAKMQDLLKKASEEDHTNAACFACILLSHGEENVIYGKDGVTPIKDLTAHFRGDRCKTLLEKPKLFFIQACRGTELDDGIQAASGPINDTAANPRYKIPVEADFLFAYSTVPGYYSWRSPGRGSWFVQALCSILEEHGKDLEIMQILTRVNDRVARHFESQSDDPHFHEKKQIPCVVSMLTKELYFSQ
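Assay system – Uncleavable procaspase-7 mutant enzyme · Quantity – 2 µM procaspase-7 mutant as dispensed · Times – 1 h preincubation, 2 h reaction · Dosing – single nominal 8.5 µM compound dose, 0.8% DMSO final · Buffer or medium – Zinc-free 50 mM HEPES buffer, pH 7.4, with NaCl and Triton X-100 · Detection – Epi-absorbance of released pNA at 405 nm, two timepoints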
Yeast superoxide: caloric restriction mimetics inhibiting age-related superoxide in yeast | S. cerevisiae aged cells, superoxide DHE fluorescence; hits give low values | superoxide response (% of plate mean), % at 10 µM | 0.18% of 330,000 active | AID 2690;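 active = superoxide response under a set limit, about three screen SD below normal, cut at about 65% in these data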;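 note: yeast aged for seven days with compound at 30 °C before DHE staining; 100% = average MFI of all compound-treated wells on the plate with controls excluded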
JMJD2C inh: inhibitors of human GASC-1 (JMJD2C) demethylase; Q9H3R0; inhibition, % at 2.35 µM; 0.069% of 330,000 active; GST-JMJD2C(1-420) H3K9me3 demethylation, DELFIA europium;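 active = more than half of a compound's replicate wells show inhibition beyond 50%, single wells judged on their own value; inconclusive = some, but no more than half, of replicates pass 50% inhibition; inactive = no replicate passes 50% inhibition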;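 note: signal counts dimethyl H3K9 product captured on neutravidin plate; 0% = median of DMSO wells and 100% = 0.3 times that DMSO median; strong numbers were not always called active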
Target sequence (Q9H3R0 1-420 limits assumed): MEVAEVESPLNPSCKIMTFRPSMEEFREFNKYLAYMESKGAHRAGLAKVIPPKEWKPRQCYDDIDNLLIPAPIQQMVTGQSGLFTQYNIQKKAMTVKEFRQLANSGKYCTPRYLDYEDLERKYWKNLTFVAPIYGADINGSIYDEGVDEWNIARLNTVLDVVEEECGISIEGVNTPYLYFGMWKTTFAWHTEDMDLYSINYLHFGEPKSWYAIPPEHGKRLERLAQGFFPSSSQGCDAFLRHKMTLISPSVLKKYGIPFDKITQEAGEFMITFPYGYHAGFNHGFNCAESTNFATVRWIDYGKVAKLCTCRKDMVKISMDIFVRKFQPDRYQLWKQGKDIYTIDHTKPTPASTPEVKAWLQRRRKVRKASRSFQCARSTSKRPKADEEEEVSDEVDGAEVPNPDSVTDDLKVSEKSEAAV
MEP2-GFP yeast: yeast TOR pathway MEP2-GFP modulation; S. cerevisiae MEP2-GFP strain, flow cytometry GFP, 3 h; 100% = DMSO control level; GFP response vs DMSO, % at 10 µM; AID 2016; 0.51% of 330,000 active;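 active = GFP response versus DMSO above a set limit, roughly screen mean plus 3 SD, cut at about 180% in these data; inconclusive = fewer than 70 cells counted for a yeast strain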;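 note: median GFP fluorescence of the barcode-gated MEP2-GFP cells per well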
AHR act: activators of human aryl hydrocarbon receptor; P35869; AHR-responsive luciferase reporter cells, luminescence; activation, % at 5 µM; 2.5% of 320,000 active; in the data active = activation above about 47%;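 note: 0% = vehicle wells and 100% = reference agonist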
procasp3 activ: procaspase-3 (human) activation. P42574. recombinant procaspase-3 D3A, Ac-DEVD-pNA absorbance 405 nm. activation, % at 8.5 µM. 0.11% of 330,000 active. AID 463141;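 active = activation above the mean of all tested compounds plus 3 SD, cut at about 21% in these data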;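 note: 0% = DMSO alone and 100% = DMSO wells spiked with extra 5 µM PC-3 D3A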
Target sequence (P42574 whole entry D9A/D28A/D175A): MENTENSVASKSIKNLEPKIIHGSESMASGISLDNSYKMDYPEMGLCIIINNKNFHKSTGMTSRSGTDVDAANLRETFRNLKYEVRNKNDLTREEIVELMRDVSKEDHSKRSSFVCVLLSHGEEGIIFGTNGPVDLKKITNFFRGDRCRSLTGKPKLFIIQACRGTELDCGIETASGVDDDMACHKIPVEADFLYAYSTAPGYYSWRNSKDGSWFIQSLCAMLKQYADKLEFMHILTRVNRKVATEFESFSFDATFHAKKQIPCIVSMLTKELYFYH
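assay system = Procaspase-3 D3A mutant | signal = absorbance at 405 nm, 0 and 120 min | times = 1 h preincubation plus 2 h reaction at 25 °C | repeats = single replicate | read-out = % activation between DMSO and enzyme-spiked controls | medium = Zinc-free HEPES saline buffer with Triton X-100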
LAP4 TOR yeast: alters LAP4-GFP fluorescence in TOR pathway yeast screen | S. cerevisiae LAP4-GFP multiplex, flow cytometry GFP, 3 h; median GFP as percent of DMSO wells | GFP response vs DMSO, % at 10 µM | 0.34% of 320,000 active | AID 2023;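 active = GFP response vs DMSO above a set limit, about the screen mean plus 3 SD, cut at about 150% in these data; inconclusive = under 70 cell events counted for the yeast strain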
* = called active by the depositor; ? = inconclusive; · = no result given; & = joins results of further samples; [ ] = dose if it differs, or a comment. Rows were taken by chance; about 3.8% have a hit in one of these screens.

#	SMILES	RPL19A TOR yeast	proCasp7 act	Yeast superoxide	JMJD2C inh	MEP2-GFP yeast	AHR act	procasp3 activ	LAP4 TOR yeast
1	COC(=O)c1ccc(OC)cc1OCC(=O)N1CCN(c2ccc(F)cc2)CC1	103	3	100	2	111	1	4	111
2	COCCN(C(=O)COC(=O)Cc1c(C)nc2ccccc2c1C)c1c(N)n(CC(C)C)c(=O)[nH]c1=O	98	5	104	-3	105	5	-1	99
3	CCN(c1ccccc1)S(=O)(=O)c1ccc2[nH]c(=O)c(=O)[nH]c2c1	104	0	87	11	104	3	-3	94
4	COc1cc(CC(=O)Oc2ccc3c(c2)OCO3)cc(OC)c1OC	96	-5	143	-20	99	1	0	97
5	COc1ccc2[nH]c(=O)c(CN(C(=O)c3cccnc3)c3ccc(C)c(C)c3)cc2c1	96	-2	110	3	99	2	1	105
6	CCCOC(=O)c1ccc(-c2ccc(C=O)o2)cc1	95	-4	106	35	95	3	3	97
7	Cn1c(=O)c(S(=O)C2CCCCC2)c(O)c2ccccc21 (stereo unspecified)	98	7	86	-6	96	10	-2	142
8	CCN(CC)c1ccc(C=C2C(=O)OC3(CCCCC3)OC2=O)cc1	98	0	91	18	93	5	3	94
9	COc1cccc(OCC(=O)NNC(=O)c2ccc3ccccc3c2)c1	99[may fluoresce green]	11	100	1	103[may fluoresce green]	6	6	93[may fluoresce green]
10	CCN1CCN(Cc2nc3cc(NC(=O)COc4ccc([N+](=O)[O-])cc4)ccc3n2C)CC1	103	-2	102	7	111	-3	11	95
11	COc1ccc(-c2cc(C(=O)Nc3ccccc3)on2)cc1	92	12	107	-4	87	-4	0	99
12	COc1ccc(CCNC(=O)Cn2cc(C(F)(F)F)cc(Cl)c2=O)cc1OC	97	-10	109	7	93	3	0	84
13	Cc1cccc(N2CC(C(=O)Nc3cccc(S(=O)(=O)N4CCCCC4)c3)CC2=O)c1C (stereo unspecified)	101	2	107	4	100	0	6	92
14	Cc1ccc(CN2CCNC(=O)C2CC(=O)N(C)CCc2ccccc2)cc1 (stereo unspecified)	98	8	99	-8	98	2	0	107
15	Cc1nc2c(C(=O)N3CCOCC3)cnn2c(C)c1Cc1ccc(Cl)cc1	97	2	104	2	103	0	-2	99
16	CC(=O)NCC(=O)OCC(=O)c1ccc2ccccc2c1	101	5	105	3	104	2	4	101
17	C[C@H](CO)N1C[C@H](C)[C@@H](CN(C)S(=O)(=O)c2ccc(F)cc2)Oc2ccc(NC(=O)Cc3cn(C)c4ccccc34)cc2C1=O	·	5	98	-34	·	18	1	·
18	CCN1CCN(c2cc(C)c3cc(NC(=O)CCC(=O)Nc4ccc(OC)cc4OC)ccc3n2)CC1	103	0	98	-2	96	6	-1	100
19	COc1ccccc1CNC(=O)COC(=O)Cc1cccc(F)c1	93	5	93	·	93	-2	13	97
20	COc1cccc(C(=O)N/N=C(\CC(C)C)c2ccccc2)c1	103	2	113	8	183*	11	-1	102
21	O=C(NC1CCCCC1)C1CCCN1S(=O)(=O)c1ccc(Cl)cc1 (stereo unspecified)	101	0	93	-8	100	0	-8	105
22	O=C(NC(=S)NC1C2CC3CC(C2)CC1C3)C12CC3CC(CC(C3)C1)C2 (stereo unspecified)	104	3	97	-12	107	1	-3	98
23	Cc1ccc(NC(=O)c2ccc(=O)[nH]n2)cc1S(=O)(=O)Nc1ccccc1Cl	117	-6	96	-2	119	2	4	113
24	CC(C)(C)C1CC=C2C(C#N)=C(N)C(C#N)(C#N)C(c3cccs3)C2C1 (stereo unspecified)	·	-6	111	-2	94	6	-1	86
25	Cc1nnc(SCC(=O)N2c3ccccc3CC2C)[nH]c1=O (stereo unspecified)	100	2	120	26	105	1	-1	101
26	O=C(CSc1nnc2c(n1)[nH]c1ccccc12)NC1CCCCC1	104	-6	136	?	102	1	-4	93
27	CCOc1ccc2[nH]c(=O)c(CN(Cc3ccco3)C(CC)c3nnnn3Cc3ccccc3)cc2c1 (stereo unspecified)	99	-32	116	2&-4	101	18	-21	96
28	O=S(=O)(CC(CN1CCCCC1)N1CCCCC1)c1ccccc1 (stereo unspecified)	104	3	101	0	106	-1	6	94
29	COc1ccc(S(=O)(=O)Nc2ncccc2C)c2ccccc12	103	3	97	-6	107	6	-11	98
30	COc1ccc2nc(/N=C/c3c(C)[nH]n(-c4ccc(C)cc4)c3=O)sc2c1	98	9	96	-2	113	52*	-7	100
31	Cc1occc1C(=O)Nc1sccc1C(N)=O	105	-3	89	13	94	-3	-2	95
32	C/C(=N/OC(=O)c1ccccc1)c1oc(C)nc1C	98	-1	78	2	98	-1	2	116
33	CCOC(=O)C1(Cc2cccc(OC)c2)CCCN(C(=O)CCN2CCCO2)C1 (stereo unspecified)	98	-5	99	3	98	11	7	76
34	Cc1onc(-c2c(Cl)cccc2Cl)c1C(=O)NCCc1ccncc1	100	12	84	0	96	21	2	85
35	O=C(NC1CCS(=O)(=O)C1)/C(=C\c1ccccc1)NC(=O)c1ccccc1 (stereo unspecified)	102	4	96	12	102	2	-1	86
36	O=C(C1CCN(S(=O)(=O)c2cccc3nsnc23)CC1)N1CCn2c1nc1ccccc12	97	-1	106	-24	100	-8	5	94
37	COc1ccc(C)cc1NC(=O)CSc1nnc(-c2cc3cccc(OC)c3o2)n1N	104	10	102	4	117	10	0	110
38	CC1C(=O)N2CCCc3cc(NC(=O)C(=O)NCCCc4ccccc4)cc1c32 (stereo unspecified)	102	7	101	?	100	5	2	99
39	CC(C)(C)N1C(=O)[C@H]2[C@@H](c3ccc(Br)cc3)N3C(=O)N(c4cccc(Br)c4)C(=O)[C@@]3(Cc3ccccc3)[C@H]2C1=O	95	4	98	-18	96	-1	4	90
40	COc1ccc(OC(C)C(=O)NCCC2=CCCCC2)cc1 (stereo unspecified)	97	0	108	-21	92	2	-5	108
41	Cc1onc(-c2ccccc2Cl)c1C(=O)Nc1ccccc1C(=O)NC(C)C	96	-6	98	-3	93	0	7	99
42	Cc1cc(C(=O)N/N=C/c2ccc(-c3cccc(Cl)c3)o2)n[nH]1	101	-7	107	-14	109	5	-3	113
43	CCCCN(CCCC)S(=O)(=O)c1ccc2[nH]c(=O)[nH]c2c1	105	-9	118	-18	106	2	-8	107
44	O=C(O)c1ccccc1C(=O)Nc1nc(-c2ccccc2)cs1	103	4	101	-13	103	2	4	97
45	O=C(CCNc1n[nH]c(=O)[nH]c1=O)N/N=C/c1ccccc1Br	97	-2	111	-17	102	4	-7	93

From compound 43 as far as 44, copied from above:
#	SMILES	RPL19A TOR yeast	proCasp7 act	Yeast superoxide	JMJD2C inh	MEP2-GFP yeast	AHR act	procasp3 activ	LAP4 TOR yeast
43	CCCCN(CCCC)S(=O)(=O)c1ccc2[nH]c(=O)[nH]c2c1	105	-9	118	-18	106	2	-8	107
44	O=C(O)c1ccccc1C(=O)Nc1nc(-c2ccccc2)cs1	103	4	101	-13	103	2	4	97

Next section:
#	SMILES	RPL19A TOR yeast	proCasp7 act	Yeast superoxide	JMJD2C inh	MEP2-GFP yeast	AHR act	procasp3 activ	LAP4 TOR yeast
46	COc1ccc(Nc2cc(C)nc(N3CCN(C(=O)c4ccc5c(c4)OCO5)CC3)n2)cc1	97	3	98	18	98	5	-2	107
47	O=C(Cn1nnc2ccccc2c1=O)NCc1ccco1	92	-13	92	-5	90	2	1	84
48	Cc1cc(C(=O)OCC(=O)c2ccc(Cl)c([N+](=O)[O-])c2)c2cccc(C)c2n1	102	-13	99	6	103	8	3	94
49	Cc1ccccc1NS(=O)(=O)c1cc(C(=O)NCCC2=CCCCC2)ccc1Cl	102	6	87	-52	106	2	5	109
50	Cn1c(CCN2CCCCC2)nc2cc(NS(=O)(=O)c3ccc(Cl)cc3)ccc21	103	7	100	-1	99	-5	4	111
51	CCc1ccc(CNC(=O)C2CCCN(S(=O)(=O)N3CC(C)CC(C)C3)C2)cc1 (stereo unspecified)	98	0	136	11	113	5	-7	91
52	CCOc1nnnc2c1sc1nc(N3CCOCC3)c3c(c12)CCCC3	98	2	107	-7	100	-4	0	110
53	Brc1cccc(OCCCCn2cncn2)c1	100	3	105	8	95	4	0	83
54	CCN(CC)CCCNC1=C(Cl)C(=O)c2ccccc2C1=O	99	7	165	4	103	8	-4	100
55	COC(=O)c1sccc1NC(=O)CSCC(=O)O	94	9	99	7	102	-1	7	106
56	O=C(c1ccco1)N1CCCC(c2ccccc2)C1 (stereo unspecified)	101	7	111	3	99	-7	2	102
57	O=C(Nc1ccc(Cl)cc1Cl)N1CCN(c2ncccn2)CC1	90	4	100	3	94	-3	2	108
58	NS(=O)(=O)c1ccc(CCNC(=O)COC(=O)c2ccc([N+](=O)[O-])o2)cc1	99	10	122	-1	99	-1	7	91
59	CSc1nc2c(c(-c3ccccc3)c1C#N)CCC2	100	-30	92	-2	103	1	-10	104
60	C=CCN1c2ccccc2[C@]23C[C@@H](C(=O)OC)N(C(=O)NCCC)C2=NC(C(=O)OC)=C(C(=O)OC)[C@H]13	101	1	107	1	99	-2	2	93
61	CN(C)CCC1Sc2ccccc2Oc2ccccc21 (stereo unspecified)	97	0	99	-2	95	0	5	99
62	CSc1nc(-c2ccccc2)nc2c1COC(C)(C)C2	103	-4	95	-4	103	25	3	101
63	BrC(/C=N/Nc1nc(N2CCOCC2)nc(N2CCOCC2)n1)=C/c1ccccc1	98	10	98	2	103	3	-2	90
64	Cc1ccc(C(=O)CSC2=C(C#N)C(c3ccco3)C3=C(CC(C)(C)CC3=O)N2)cc1 (stereo unspecified)	92	0	83	-5	104	-2	6	106
65	CC(=O)N1CC=CC1(CC(C)C)C(=O)NCCc1c[nH]c2ccccc12 (stereo unspecified)	95	-5	111	1	92	11	5	108
66	Cc1ccc(S(=O)(=O)N2CCOCC2)cc1C(=O)c1nccn1C	99	5	104	2	91	2	9	105
67	COc1ccc(C(CNC(=O)c2ccc(N3CCCC3=O)cc2)N(C)C)cc1 (stereo unspecified)	91	17	103	-3	102	-2	2	90
68	CC(=O)N(CCCN1CCOCC1)Cc1ccncc1	96	11	97	1	97	-1	0	103
69	CC(C)(C)[C@H]1C=C(C(=O)NC2CC2)O[C@@H](OCCCCO)C1	·	-5	·	2	·	8	1	·
70	COc1ccc(NC(=O)Cc2nnc(SCC(=O)NC3CCCCC3C)n2C)cc1 (stereo unspecified)	102	5	108	-26	102	0	1	99
71	Cc1c(C=O)c2ccccc2n1CCOc1ccccc1F	104	-2	103	6	110	-3	-6	104
72	c1csc(-c2nc(N3CCOCC3)c3ccccc3n2)c1	102	7	101	-1	99	29	10	89
73	O=C(Cc1csc(-c2ccccc2)n1)NCc1ccccc1F	109	0	98	-13	93	23	-13	107
74	CCCCCOc1ccc(C(=O)CCC(=O)N2CCCC2)cc1	96	2	123	-9	95	10	0	95
75	Cc1ccc(C(=O)NCCS(=O)(=O)N2CCN(c3ccccc3F)CC2)cc1[N+](=O)[O-]	93	-2	101	-1	98	5	4	101
76	O=C(CSc1nnc(Cc2cc(=O)[nH]c(=O)[nH]2)n1-c1ccc(Cl)cc1)NCC1CCCO1 (stereo unspecified)	101	-1	90	·	101	11	-1	105
